ELG1 DNA repair: blocks ELG1-dependent DNA repair in HEK293T cells | HEK293T ELG1-luciferase reporter, luminescence, 16 h; DNA damage induced by 5-fluorouridine | Potency, µM (top dose mostly 46.1 µM), for the others: at the top dose activity change, negative = inhibition, hits mostly inhibitors | 330,000 tested, 2.3% active; note: potency is the fitted concentration of half-maximal effect; % is set by controls: 0 for no effect and ±100 for the full control effect; nearly all actives have a fitted effect of over 55% in size
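Reporter activity after DNA damage by 5-fluorouridine is monitored. Compound-treated cells incubate 16 hr at 37 °C, then ONE-Glo is added for 30 min before luminescence reading.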
AT treatment: potential ataxia-telangiectasia treatments restoring KAP-1 phosphorylation. […] A-T fibroblasts, KAP-1 phosphorylation AlphaLISA; neocarzinostatin DNA damage 30 min before lysis. Potency, µM (titrated, usually from 57.5 µM), for inactives: at the highest dose activation, usual class: activators. 320,000 tested, 0.19% active. AID 485349; note: potency is the fitted concentration of half-maximal effect; % of control where 0% means no effect; nearly all actives have a fitted effect of over 45% in size
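ATM-like activity read as KAP-1 phosphorylation via AlphaLISA donor/acceptor antibody pairs after lysis and 6 hr at 25C. Cells were ATM-null patient fibroblasts ([…], hTERT), dosed 60 min, then exposed to the DSB inducer NCS for 30 min.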
KCNH2 3.1 inh: inhibitors of human KCNH2 3.1 potassium channel isoform. U2OS KCNH2 3.1, thallium flux FluxOr; active compounds read low. activity change, % (tested at about 1.8 µM). 340,000 tested, 0.95% active. AID 720553;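 active = maximum activity change below -70%; inconclusive = maximum activity change from -70% to -50%; inactive = maximum activity change above -50%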;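 note: thallium influx rate constant from kinetic fluorescence after stimulation buffer; % is set by controls: 0 for no effect and ±100 for the full control effect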
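Thallium flux read-out: FluxOr dye with Red40 quencher in HBSS/HEPES, 45 min at RT. Rate constants from kinetic reads were normalized to positive and negative DMSO controls. Cells: U2OS virally expressing the 3.1 isoform.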
Mito fusion act: inhibitors of mitochondrial division or activators of mitochondrial fusion; AID 485298; Potency, µM (titrated, usually from 46.1 µM), for the others: at the highest dose growth rescue (activation), usual class: activators; 320,000 tested, 0.23% active; S. cerevisiae fusion-defective mutant growth rescue, CellTiterGlo 48 h;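 note: potency is the fitted concentration of half-maximal effect; % of control where 0% means no effect; nearly all actives have a fitted effect of over 45% in size; temperature-sensitive fusion mutants such as fzo1-1 at 37 °C on non-fermentable ethanol glycerol medium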
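Luminescent cell viability in 1536-well qHTS format served as the measure of rescued growth in ts fusion-mutant S. cerevisiae cultured on non-fermentable YPEG for 48 hours at 37C.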
TSHR antagonist: blocks TSH signaling through the human TSH receptor; AID 504810; TSHR-expressing cells, TSH-stimulated cAMP HTRF, 2 h; active compounds read low; activity change, negative = inhibition, % at 11.5 µM; 330,000 tested, 0.2% active;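 active = activity change below a set negative limit, meaning inhibition stronger than a set level, cut at about -70% in these data; inconclusive = activity change between two set negative limits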; note: % is set by controls: 0 for no effect and ±100 for the full control effect
Target sequence (P16473 whole entry, looked up): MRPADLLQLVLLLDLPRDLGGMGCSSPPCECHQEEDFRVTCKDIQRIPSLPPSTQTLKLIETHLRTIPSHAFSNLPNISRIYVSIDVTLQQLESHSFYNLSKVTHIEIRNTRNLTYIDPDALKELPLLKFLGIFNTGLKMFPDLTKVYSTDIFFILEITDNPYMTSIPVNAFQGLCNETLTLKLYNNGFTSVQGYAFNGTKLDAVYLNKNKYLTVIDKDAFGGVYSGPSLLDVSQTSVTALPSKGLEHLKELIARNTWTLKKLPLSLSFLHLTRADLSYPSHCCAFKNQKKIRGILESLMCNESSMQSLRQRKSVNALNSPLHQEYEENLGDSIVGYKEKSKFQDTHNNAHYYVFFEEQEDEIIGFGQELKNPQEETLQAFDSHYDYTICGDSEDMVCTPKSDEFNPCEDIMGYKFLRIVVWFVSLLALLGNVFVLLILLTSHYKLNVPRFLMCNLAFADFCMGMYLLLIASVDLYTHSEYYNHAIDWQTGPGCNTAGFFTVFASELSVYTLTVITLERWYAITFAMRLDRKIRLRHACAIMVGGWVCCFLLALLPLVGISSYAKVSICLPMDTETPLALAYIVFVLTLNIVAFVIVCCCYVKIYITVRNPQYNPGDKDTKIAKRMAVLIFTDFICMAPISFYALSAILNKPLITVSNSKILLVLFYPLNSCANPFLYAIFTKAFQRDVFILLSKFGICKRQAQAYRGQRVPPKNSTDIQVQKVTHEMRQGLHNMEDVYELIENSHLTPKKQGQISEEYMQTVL
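TSHR-expressing cells, 200/well, pre-treated with compound, then stimulated with EC80 TSH (4nM final) for 2 hours at 37 deg C. cAMP measured by competitive HTRF: anti-cAMP cryptate antibody in lysis buffer plus cAMP-d2, read after 30 minutes at room temperature.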
KCNH2 WT inh: KCNH2 (human, wildtype) channel inhibition; Q12809; U2OS, BacMam KCNH2, thallium flux FluxOr; active compounds read low; activity change, % at 1.84 µM; 340,000 tested, 0.37% active; AID 720551;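 active = maximum activity change below -70%; inconclusive = maximum activity change between -70% and -50%; inactive = maximum activity change above -50%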; note: % is set by controls: 0 for no effect and ±100 for the full control effect
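U2OS cells transduced with wild-type KCNH2 virus are loaded with FluxOr dye for 45 min, and thallium flux is measured in kinetic reads before and after stimulation buffer. Rate constants are normalized to DMSO controls.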
TCR activator: activators of T cell receptors; primary human leukocytes, anti-CD3, IL-2 HTRF, 48 h; Potency, µM (top dose mostly 9.22 µM), for the others: at the top dose activation of IL-2 secretion, usual class: activators; 330,000 tested, under 10 active; note: % of control where 0% means no effect
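IL-2 release read by HTRF sandwich (Eu cryptate donor, d2 acceptor, 665 nm emission) after 48 hr exposure of primary human leukocytes to compound together with anti-CD3 beads in the absence of co-stimulatory signals.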
TRPV1 agonist: activates the human vanilloid receptor TRPV1. Q8NER1. TRPV1-expressing cells, Fluo-8 calcium influx, agonist mode. activation, % at 8.33 µM. 320,000 tested, 0.19% active; in the data active = activation above about 80%; inconclusive = between about 30% and that limit; note: 0% is about no effect
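TRPV1-expressing cells were cultured overnight at 35.5C and loaded with Fluo-8 calcium dye for 40 to 90 min at room temperature. After a 10 s baseline, compound was added and calcium influx was read kinetically for 3 min (ex 480/em 520 nm).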
Eya2 phos inh: Eya2 (human) phosphatase inhibition; O00167; recombinant Eya2, OMFP fluorescence dephosphorylation (OMFP is methylfluorescein phosphate); Potency, µM (series often up to 76.9 µM), for inactives: top-dose activity, negative = inhibition, actives largely listed as inhibitors; 330,000 tested, 0.006% active; AID 488837; note: potency is the fitted concentration of half-maximal effect; % is set by controls: 0 for no effect and ±100 for the full control effect
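Eya2 (0.2 uM) preincubated 10 min at ambient with compound, then OMFP substrate added at 50 uM; 10 min reaction in 50 mM HEPES pH 7.5, 50 mM NaCl, 5 uM MgCl2, 0.05% BSA, 1 mM DTT. Fluorescence read at Ex 485/Em 525 nm.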
USP2a inh: inhibitors of human ubiquitin-specific protease USP2a | USP2 core, Ub-CHOP2 coupled fluorogenic reporter, 485/531 | O75604 | Potency, µM (top dose mostly 38.3 µM), inactives show at the top dose activity change, negative = inhibition, hits mostly inhibitors | 330,000 tested, 0.01% active;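 note: potency is the fitted concentration of half-maximal effect; plate controls were DMSO wells for no effect and full inhibition by NEM control for full effect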
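USP2 core (10nM final) preincubated 30min RT with compound in 20mM Tris-HCl pH 8.0, 2mM CaCl2, 2mM beta-mercaptoethanol, 0.05% CHAPS; 25nM Ub-CHOP2 plus 25nM reporter substrate added, fluorescence (Ex485/Em531) read after 60min.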
An asterisk follows results filed as active; ? = inconclusive; · = not tested or not shown; [ ] = remark or other dose. Unless noted, calls come from the whole dose curve; as a rule, active = well fitted curve in the direction sought with a large enough effect; inconclusive = small, poorly fitted or top-dose-only effect, or another doubt; inactive = no such curve, though single readings can be large; an effect the other way counts as inactive or inconclusive.

SMILES	ELG1 DNA repair	AT treatment	KCNH2 3.1 inh	Mito fusion act	TSHR antagonist	KCNH2 WT inh	TCR activator	TRPV1 agonist	Eya2 phos inh	USP2a inh
O=[N+]([O-])c1ccc(Sc2ccc(Cl)c(Cl)c2)nc1	15%	21%	7	3%	-3	-14	7%	10	5%	-2%
CCOC(=O)c1cc2c(OC)ccc(OC)c2n1CC(=O)c1ccccc1	3%	-5%	-7	2%	8	-4	-5%	14	7%	1%
COc1ccc(C(=O)N2CCC(C(=O)c3ccc(F)cc3)CC2)cc1	?	·	-39	4%	1	27	3%[46.1 µM]	19	-1%	-2%
COc1ccc(C(C(=O)NC2CCCC2)N(C(=O)c2snc(C(N)=O)c2N)c2cc(C)ccc2OC)cc1OC (stereo not drawn)	-4%	5%	-5	-9%	-2	3	-4%	?	-1%	3%
O=C(Cc1ccc(-n2cccc2)cc1)NC1CCCCCC1	3%	2%	4	13%	4	-8	-5%[46.1 µM]	-2	2%	0%
Clc1ccc(CNCc2cccs2)cc1Cl	?	3%	0	12%	-5	1	-2%[46.1 µM]	3	0%	-1%
OC(CNCC1COc2ccccc2O1)COc1ccc(Cl)cc1 (stereo not drawn)	2%	13%	-9	-9%	-4	4	8%	4	-1%	3%
NS(=O)(=O)c1cccc(NC(=O)c2ccno2)c1	12%	3%	6	-1%	0	11	4%	-1	1%	1%
CCCCN(C(=O)c1cccc(-n2cccc2)c1)c1c(N)n(CCC)c(=O)[nH]c1=O	19%	11%	9	-2%	-1	12	0%	-5	7%	0%
CC1CCCCN1C(=S)NC(=O)c1ccco1 (stereo not drawn)	?	4%	-1	-2%	0	3	2%	-1	-1%	0%
O=C(Nc1ccc(F)cc1)c1cccc(NC(=O)C2C3CC4OC(=O)C2C4C3)c1 (stereo not drawn)	-9%	·	7	-5%	18	47	-4%	-14	2%	-4%
CN(C)n1cccc1/C=C(\C#N)S(=O)(=O)c1cccc(Cl)c1	-11%	-2%	-8	-1%	-23	2	-5%	?	-3%	2%
CC1=NN(c2ccc(Cl)c(C(=O)O)c2)C(=O)C1	-1%	3%	·	-3%	6	-19	-3%[46.1 µM]	-1	-18%	2%
COc1ccccc1N1CCN(C(=O)c2ccc3c(c2)NC(=O)C(CSCc2ccccc2C)N3)CC1 (stereo not drawn)	2%	-8%	·	31%	-7	·	·	0	6%	-1%
CC[C@@]12C(=O)N(c3ccc(OC)cc3)C(=O)N1[C@H](c1cccc(C)c1)[C@@H]1C(=O)N(Cc3ccccc3)C(=O)[C@@H]12	19%	-2%	24	3%	11	7	-7%	-1	12%	2%
CC(O)c1nc2ccccc2n1CC(=O)Nc1ccc2c(c1)OCCO2 (stereo not drawn)	?	5%	30	11%	15	4	5%	4	-1%	0%
CCOC(=O)c1c(N)sc2c1CCN(CCc1ccccc1)C2	-5%	-5%	?	-1%	-5	24	·	-2	-1%	2%
Fc1cnc(Cl)nc1NC1CCCCC1	6%	-5%	-11	-15%	-4	14	8%	2	6%	-2%
Cc1nonc1OCCCNc1ccc([N+](=O)[O-])cc1Cl	7%	6%	-8	1%	1	7	0%	-6	-15%	4%
O=S1(=O)c2ccc(Br)cc2OC(COCc2ccccc2)CN1Cc1ccccc1 (stereo not drawn)	-12%	7%	-9	·	-9	13	-6%[46.1 µM]	·	8%	1%
COc1ccc(C/C(C)=N/NC(=S)Nc2ccc(C)c(C)c2)cc1	?	1%	-6	-2%	2	-3	12%[46.1 µM]	1	-2%	-1%
COc1ccc(NC(=O)C2CC(=O)N(c3ccccc3Cl)C2)c(OC)c1 (stereo not drawn)	3%	1%	-3	3%	9	-12	0%	0	0%	1%
COc1ccc2[nH]c3ccccc3c2c1	15%	·	-3	-9%	5	-11	-1%	1	23%	0%
CC(=O)Nc1cccc(Nc2nc(-c3ccccc3)nc3ccccc23)c1	?	8%	-11	14%	-15	11	-1%	?	?	-2%
CC(Sc1nncn1C)C(=O)Nc1cc(C(F)(F)F)ccc1N1CCOCC1 (stereo not drawn)	16%	1%	-5	9%	0	-4	-6%	6	-7%	1%
COCCN1CN(S(=O)(=O)c2ccccc2)c2nc3ccccc3nc21	23%	·	-8	7%	-12	-1	2%	-4	5%	1%
Cc1cccc(OCCCC(=O)NC2CCCCC2)c1	11%	13%	3	-2%	-13	16	·	?	8%	0%
CCn1cc(C(=O)NCCCN2CC(C)CC(C)C2)c(=O)c2cc(S(=O)(=O)N(C)C)ccc21 (stereo not drawn)	6%	2%	-2	-3%	14	-2	7%	1	-4%	-2%
CCCCNC(=O)CSc1nc2ccsc2c(=O)n1CCCC(=O)NCCc1ccc(S(N)(=O)=O)cc1	2%	5%	-12	1%	2	-7	5%	-2	1%	-1%
CN(CC(=O)Nc1ccc(N2CCOCC2)cc1)C(=O)c1cn(-c2ccccc2)nc1-c1ccccc1	?	-9%	6	-7%	14	6	22%	13	-19%	-8%
OC(CN1CCOCC1)c1ccc(F)cc1 (stereo not drawn)	6%	3%	-9	-2%	8	·	1%	0	7%	-1%
O=c1c2ccccc2nnn1CSc1ccccc1	?	1%	15	6%	2	-22	1%[46.1 µM]	17	-9%	2%
Cc1noc(C)c1C(=O)Nc1cccnc1	-4%	-5%	-7	-1%	0	14	6%	-3	0%	1%
O=C(N/N=C/c1cc(Br)c(Br)o1)c1ccc2c(c1)OCCO2	?	-6%	16	-3%	13	8	-3%	·	-5%	-7%
Cn1c(SCc2ccc(C#N)cc2Cl)nc2ccccc21	?	3%	11	7%	-15	8	0%	-1	-10%	2%
O=C(COC(=O)c1cc(S(=O)(=O)N2CCOCC2)ccc1F)Nc1ccc(Cl)cn1	9%	-6%	1	-3%	-8	11	1%	1	8%	0%
OC(CN1CCN(C(c2ccccc2)c2ccccc2)CC1)c1ccccc1 (stereo not drawn)	0%	3%	-6	-32%[inhibitor]	3	38	-7%	3	-5%	-10%
CC(=O)OC(C(=O)NC1CCCCC1)c1cccc(C)c1 (stereo not drawn)	0%	7%	-4	1%	0	18	-15%	4	4%	1%
Nc1nonc1-c1noc(CCCOc2ccc(Cl)cc2Cl)n1	?	1%	15	6%	-25	-3	6%	0	6%	4%
COc1cccc(CNC(=O)c2ccc(CS(=O)Cc3ccc(C)cc3)o2)c1 (stereo not drawn)	?	-3%	17	-8%	11	-3	-5%	6	3%	0%

The closing four compounds of the section above open the next one.
SMILES	ELG1 DNA repair	AT treatment	KCNH2 3.1 inh	Mito fusion act	TSHR antagonist	KCNH2 WT inh	TCR activator	TRPV1 agonist	Eya2 phos inh	USP2a inh
OC(CN1CCN(C(c2ccccc2)c2ccccc2)CC1)c1ccccc1 (stereo not drawn)	0%	3%	-6	-32%[inhibitor]	3	38	-7%	3	-5%	-10%
CC(=O)OC(C(=O)NC1CCCCC1)c1cccc(C)c1 (stereo not drawn)	0%	7%	-4	1%	0	18	-15%	4	4%	1%
Nc1nonc1-c1noc(CCCOc2ccc(Cl)cc2Cl)n1	?	1%	15	6%	-25	-3	6%	0	6%	4%
COc1cccc(CNC(=O)c2ccc(CS(=O)Cc3ccc(C)cc3)o2)c1 (stereo not drawn)	?	-3%	17	-8%	11	-3	-5%	6	3%	0%
O=C(c1ccc(OC2CCN(C/C=C/c3ccccc3)CC2)cc1)N1CCCC1	6%	20%	·	1%	44	38	-1%	16	10%	-1%
Cc1[nH]c(C)c(S(=O)(=O)NCCc2ccc(S(N)(=O)=O)cc2)c1C(=O)N1CCCC1	?	3%	16	0%	9	-11	6%	1	-4%	2%
O=C(c1ccco1)N1CCC(c2nc(-c3ccc(F)cc3)no2)CC1	?	·	-10	7%	-29	-18	1%	24	18%	1%
C/C(=N\NS(=O)(=O)c1ccc(Br)cc1)c1ccncc1	1%	1%	-12	2%	-25	-7	3%	15	4%	4%
COc1cc(N)c(C(=O)c2nccc3cc(OC)c(OC)cc23)cc1OC	15%	4%	0	2%	7	1	4%	-2	7%	4%
O=C(NCc1ccccc1)N1CCOCC1	20%	-1%	0	-2%	12	-4	-4%	0	4%	0%
O=C(COc1ccc(F)cc1Cl)Nc1ccccc1C(=O)N1CCCCC1	?	0%	-4	20%	-8	-10	1%	29	-26%	-3%
Cc1cccn2c(=O)c3cc(C(=O)NCC4CCCO4)c(=N)n(CCN4CCOCC4)c3nc12 (stereo not drawn)	-7%	-7%	8	1%	14	2	-5%	2	3%	0%
Cc1cc(C)n2ncc(C(=O)NCc3ccc(Cl)cc3)c2n1	-10%	3%	-10	22%	-20	3	2%	0	-4%	3%
COC(=O)c1cc2c(ccn2-c2ccc(F)cc2)n1Cc1ccc(C#N)cc1	?	5%	-14	?	-2	13	4%[46.1 µM]	0	3%	0%
C[C@@H](C(=O)Nc1cccnc1)n1c(=O)[nH]c2ccccc2c1=O	?	-8%	-9	-3%	24	-13	-5%	0	2%	1%

Not all compounds are listed; count on the stated rates, not on these rows.
